# Compound activity as filed in PubChem.
# BioA inh: blocks M. tuberculosis BioA enzyme activity; inhibition, % at 9.99 µM; purified M. tuberculosis BioA enzyme, plate reader; 360,000 tested, 0.096% active; AID 602481; in the data active means inhibition above about 40%; inconclusive means no clear call, values can overlap the other calls
# UGM FP inh: blocks M. tuberculosis UGM enzyme; 320,000 tested, 0.06% active; inhibition, % at 10 µM; AID 504406; P9WIQ1; purified UGM, fluorescence polarization probe displacement; in the data active means inhibition above about 10%, passing the limit was not always enough; inconclusive means no clear call, values can overlap the other calls
# Target sequence (P9WIQ1 whole entry, looked up): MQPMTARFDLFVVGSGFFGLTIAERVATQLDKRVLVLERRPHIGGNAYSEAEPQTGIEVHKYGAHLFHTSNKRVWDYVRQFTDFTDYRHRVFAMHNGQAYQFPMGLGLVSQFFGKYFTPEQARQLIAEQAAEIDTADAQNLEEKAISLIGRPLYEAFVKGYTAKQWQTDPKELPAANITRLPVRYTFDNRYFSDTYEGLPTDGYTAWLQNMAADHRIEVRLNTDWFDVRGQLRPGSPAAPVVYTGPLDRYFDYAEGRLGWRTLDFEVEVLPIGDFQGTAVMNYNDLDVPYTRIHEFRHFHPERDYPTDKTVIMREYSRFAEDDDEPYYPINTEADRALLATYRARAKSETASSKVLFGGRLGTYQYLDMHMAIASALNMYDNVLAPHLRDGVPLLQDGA
# BoNT A protease: blocks Botulinum neurotoxin A light chain protease; multiplex microsphere protease substrate cleavage, flow cytometry; 360,000 tested, 0.17% active; inhibition, % at 10 µM; in the data active means inhibition above about 30%; inconclusive means no clear call, values can overlap the other calls; further: plate controls were buffer without enzyme for full effect and enzyme alone for no effect
# GDH-TPI inh: counter-screen for M. tuberculosis FBA inhibitors: GDH-TPI coupled enzymes. inhibition, % at 4.8 µM. GDH-TPI coupled enzyme counterscreen, NADH absorbance. 360,000 tested, 1.2% active;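 further: 0% = DMSO wells and 100% = wells lacking the enzyme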
# BoNT F protease: BoNT F light chain protease inhibition; Multiplex microsphere protease cleavage assay, flow cytometry; inhibition, % at 10 µM; 360,000 tested, 0.22% active; in the data active means inhibition above about 35%, passing the limit was not always enough; inconclusive means no clear call, values can overlap the other calls; further: plate controls were buffer without enzyme for full effect and enzyme alone for no effect
# CCHFV vOTU inh: blocks the CCHF virus ovarian tumor domain protease. 370,000 tested, 0.55% active. CCHFV vOTU protease, Pep-AMC fluorescence. inhibition, % at 11.5 µM; further: 0% = vehicle wells with enzyme and 100% = no enzyme wells
# FadD28 binding: M. tuberculosis FadD28 bisubstrate binding inhibition; inhibition, % at 12.5 µM; FadD28 bisubstrate probe binding, fluorescence polarization; 360,000 tested, 0.22% active; AID 588549; in the data active means inhibition above about 8.5%, passing the limit was not always enough; inconclusive means no clear call, values can overlap the other calls
# FBA Mtb inh: inhibits M. tuberculosis FBA enzyme. P9WQA3. inhibition, % at 1 µM. purified M. tuberculosis FBA, fluorescence read-out. 360,000 tested, 2.3% active. AID 588726; in the data active means inhibition above about 27%;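 further: 0% = vehicle and 100% = reference inhibitor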
# Target sequence (P9WQA3 whole entry, looked up): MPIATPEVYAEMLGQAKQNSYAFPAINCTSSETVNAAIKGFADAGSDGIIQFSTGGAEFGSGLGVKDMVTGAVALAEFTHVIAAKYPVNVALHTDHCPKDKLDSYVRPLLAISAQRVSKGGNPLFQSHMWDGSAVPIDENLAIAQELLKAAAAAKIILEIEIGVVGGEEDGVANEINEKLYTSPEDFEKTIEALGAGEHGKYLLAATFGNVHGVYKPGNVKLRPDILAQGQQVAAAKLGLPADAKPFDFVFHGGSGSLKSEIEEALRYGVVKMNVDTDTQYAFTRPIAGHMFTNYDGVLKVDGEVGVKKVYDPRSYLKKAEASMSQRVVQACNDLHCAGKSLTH
# PrPC surface inh: reduces human prion protein on the cell surface; P04156; cell surface PrPC, TR-FRET read-out; inhibition, % at 13.8 µM; 370,000 tested, 0.43% active; AID 720596; in the data active means inhibition above about 24%; further: 0% = median of the test wells and 100% = reference compound wells
# An asterisk follows results filed as active; ? = inconclusive; . = not tested or not shown; & = joins results of further samples. Unless noted, no stated cut-off is given here; in the data, active means inhibition above about 30%; inactive means the rest.
SMILES,BioA inh,UGM FP inh,BoNT A protease,GDH-TPI inh,BoNT F protease,CCHFV vOTU inh,FadD28 binding,FBA Mtb inh,PrPC surface inh
CSc1ccccc1NC(=O)CNCCCN1CCOCC1,0.4,-1.2,-0.8,6,4,-2,0.1,2,10
CCn1c(SCc2nc(-c3ccc(OC)c(OC)c3)no2)nnc1-c1cccs1,2.7,-1.2,0.1,-3,-3,4,0.0,6,7
Cc1occc1C(=O)N/N=C/c1ccc[nH]1,-1.9,3.5,1.4,20,8,22,-0.5,2,4
Cc1ccc2nc3nc(NCC4CCCO4)c(C(=O)NC4CCCC4)cc3c(=O)n2c1 (stereo not drawn),-3.4,1.3,0.8,5,-11,-148,-0.5,151*,-31
CC(C)[C@H](NC(=O)[C@@H]1Cc2ccccc2CN1)C(=O)Nc1ccc2c(c1)OCCO2,.,-2.1,-2.0,-4,-9,11,-1.9,-1,21
O=C(COC(=O)CCC(=O)c1ccc(F)cc1)NCCc1ccccc1,1.6,-2.2,0.2,1,-4,1,0.4,-1,-2
COc1ccc(-c2nc(CS(=O)(=O)CC(=O)NC3CCCCC3C)c(C)o2)cc1 (stereo not drawn),.,-0.3,-1.6,9,-6,21,-0.1,-2,-3
COc1cc(F)ccc1-c1cc(C(=O)NCC2CCCCC2)[nH]n1,0.7,.,0.0,9,-7,-8,-1.1,-1,10
CCc1c(C)nc2ncnn2c1NCCc1ccc(Cl)cc1,.,0.9,-1.3,-6,-10,-14,-4.8,-1,14
CCCn1c(=O)c2ccccc2n2c(SCCOc3ccc(OC)cc3)nnc12,1.2,0.1,0.5,-9,-4,7,1.2,1,2
c1ccc(-c2cc(-c3ccncc3)nc3ccc4ccccc4c23)cc1,.,-5.1,0.5,11,-3,-1,-5.8,-4,6
COc1cc2c(cc1OC)C(=S)NC1(CCCC1)C2,-1.8,-2.7,-1.4,8,-10,1,-1.4,0,-7
Cc1ccc2nc(SCC(=O)Nc3ccc(F)cc3F)nc(=O)n2c1,-0.1,-1.7,.,21,.,-4,-1.3,3,7
Cc1[nH]n(-c2ccccc2)c(=O)c1N=Nc1ccc2c(c1)OCCO2,.,-1.2,-0.2,-3,-6,-9,-1.8,1,-2
CCCCCCCCN1C(=O)[C@H](CC(=O)N2CCSCC2)C[C@@]2(C(=O)OC)CCCCC=C12,.,.,-0.4,.,-2,29,.,.,10

# Entries shown so far containing an aryl methoxy group:
SMILES,BioA inh,UGM FP inh,BoNT A protease,GDH-TPI inh,BoNT F protease,CCHFV vOTU inh,FadD28 binding,FBA Mtb inh,PrPC surface inh
CCn1c(SCc2nc(-c3ccc(OC)c(OC)c3)no2)nnc1-c1cccs1,2.7,-1.2,0.1,-3,-3,4,0.0,6,7
COc1ccc(-c2nc(CS(=O)(=O)CC(=O)NC3CCCCC3C)c(C)o2)cc1 (stereo not drawn),.,-0.3,-1.6,9,-6,21,-0.1,-2,-3
COc1cc(F)ccc1-c1cc(C(=O)NCC2CCCCC2)[nH]n1,0.7,.,0.0,9,-7,-8,-1.1,-1,10
CCCn1c(=O)c2ccccc2n2c(SCCOc3ccc(OC)cc3)nnc12,1.2,0.1,0.5,-9,-4,7,1.2,1,2
COc1cc2c(cc1OC)C(=S)NC1(CCCC1)C2,-1.8,-2.7,-1.4,8,-10,1,-1.4,0,-7

# Next section.
SMILES,BioA inh,UGM FP inh,BoNT A protease,GDH-TPI inh,BoNT F protease,CCHFV vOTU inh,FadD28 binding,FBA Mtb inh,PrPC surface inh
O=C(c1ccco1)N1CCN(C(=O)c2ccc(CS(=O)c3ccc(F)cc3)o2)CC1 (stereo not drawn),-1.6,1.2,-1.9,11,-9,25,-1.2,1,-12
CCCCCn1c(=O)c(C(=O)Nc2cccc(C)n2)c(O)c2ccccc21,-1.5,0.8,-1.0,4,6,-9,0.3,0,-7
CCN(CC)c1ccc(/C=N/N2CCOCC2)c(O)c1,2.5,-1.2,-1.3,22,-6,-14,-0.5,4,-5
NC(=O)CN1C(=O)C2C3CCC(C3)C2C1=O (stereo not drawn),-2.1,.,0.2,6,-2,-3,-1.6,3,-2
Cc1c(NS(=O)(=O)c2ccc3c(c2)c(=O)n(C)c(=O)n3C)c(=O)n(-c2ccccc2)n1C,0.5,1.4,0.8,7,5,-3,-4.1,2,-4
CC(=O)N[C@@H](Cc1ccc(O)cc1)CN1C(N)=NC[C@@H]1CC(C)C,5.8,-1.5,0.1,-1,-5,12,0.7,-1,5
COC(c1ccc(Cl)cc1)(c1ccc(Cl)cc1)C(Oc1nc(C)cc(C)n1)C(=O)O (stereo not drawn),1.2,-0.2,1.3,5,-17,-7,-2.8,-3,3
CCC(C)c1ccc(NC(=S)NC2CCN(Cc3ccccc3)CC2)cc1 (stereo not drawn),.,-0.3,-0.1,5,-2,18,-3.2,1,-10
Cc1sc(NC(=O)CN(Cc2ccc(F)cc2)C(=O)C(C)(C)C)c(C(N)=O)c1C,.,-2.4,-0.4,1,3,-9,-2.9,-2,-2
CCOc1ccc(-n2cc(-c3ccccc3)c3c(N4CCOCC4)ncnc32)cc1,-2.3,2.5,0.0,3,1,1,0.7,3,10
COc1ccc(/C=N/NC(=O)c2ccc(-c3ccccc3)cc2)cc1O,.,3.6,-0.4,16,-10,14,-5.1,-9,-8
Cc1ccc(S(=O)(=O)N2CCN(C(=O)CN3C(=O)NC(C)(CCC(C)C)C3=O)CC2)c(C)c1 (stereo not drawn),-3.5,.,-0.4,4,-5,2,-0.7,-1,10
O=C1c2ccccc2C(Nc2ccc(-c3nc4ccccc4[nH]3)cc2)N1Cc1ccco1 (stereo not drawn),-0.7,2.8,-1.0,18,-5,8,-0.5,8,-11
Cc1cccc(C)c1NC(=O)C1CCCN1S(=O)(=O)c1ccc(-c2ccc(=O)[nH]n2)s1 (stereo not drawn),-5.7,-0.3,0.6,11,-1,-1,-0.2,5,-13
Cc1cc2c(cc1S(=O)(=O)N1CCN(c3cccc(C)c3C)CC1)OCCN2C,-2.0,3.7,-1.9,14,-9,5,-0.8,7,-1
N#CC(OC(=O)c1ccccc1)c1ccccc1 (stereo not drawn),-0.6,.,0.0,8,-1,-3,-1.5,0,-8
COc1cc(CCC(=O)Nc2ccc(S(=O)(=O)NC3=NCCCCC3)cc2)cc(OC)c1OC,2.3,1.6,0.1,7,-2,-12,0.6,-1,2
COc1cccc(-c2nnn(CC(=O)N(C3CCCCC3)C3CCS(=O)(=O)C3)n2)c1 (stereo not drawn),-0.4,.,-0.2,1,6,-6,-3.8,-3,-2
CCOc1cc(/C=C/c2cc(C(=O)O)c3ccccc3n2)ccc1O,1.3,0.6,-1.6,27,-6,-6,-1.5,-1,-3
COc1ccc(CN2CCC(Oc3ccc(C(=O)N4CCCC4)cc3)CC2)c(F)c1,-0.1,-0.7,0.8,3,0,-2,-0.1,-1,-10
CSc1ncccc1C(=O)OCn1nnc2ccccc2c1=O,-2.9,0.9,-1.5,-3,-17,-4,-2.5,-1,3
Cc1cc(C(=O)CSc2ccc3c(c2)OCCO3)c(C)n1C1CC1,.,-0.2,-0.6,8,-1,-4,-2.0,-4,6
CNc1c(NS(=O)(=O)c2ccc(F)cc2)c(=O)oc2ccccc12,-4.6,0.0,0.1,11,8,-13,0.9,10,7
C[C@@H]1CN([C@H](C)CO)C(=O)CCCn2nncc2CO[C@@H]1CN(C)C(=O)NC1CCCCC1,-2.6&0.7&-0.7,.,0.4,4,-6,-9,1.4,0,-5
COc1ccc2c(c1)nc(NCCCO)n2Cc1ccccc1,1.4,-2.0,-1.7,2,-3,13,-1.2,2,-7
CC(C)C(NS(=O)(=O)c1cccs1)C(=O)N1CCC(C(N)=O)CC1 (stereo not drawn),.,-2.5,1.3,6,5,12,-1.9,5,3
COc1ccc(OCC(=O)Nc2ccc3c(c2)nc(CCn2ccccc2=O)n3C)cc1,-1.9,-0.8,1.8,9,-5,-1,2.4,-1,0
O=C(Nc1ccc(N2CCCCC2)c(C(=O)O)c1)c1ccco1,2.6,-1.9,0.0,11,14,3,-0.8,-7,-4
CN(C)CCNc1nc2c(c(=O)[nH]c(=O)n2C)n1CC(O)COc1ccc(Cl)cc1Cl (stereo not drawn),.,0.6,.,-2,.,1,0.5,7,-2
CCC/C(=N\NC(=O)c1csc(C)c1C)c1cccs1,-2.2,2.3,-0.5,11,-7,14,-0.4,3,-3
CCCc1[nH]n(-c2ccc([N+](=O)[O-])cc2)c(=O)c1C=NCCCn1ccnc1,2.0,1.2,-1.6,32*,-11,-2,-1.2,-1,-9
COc1ccc(N(C(=O)c2ccco2)C(C(=O)NC2CCCC2)c2ccc(N(C)C)cc2)cc1 (stereo not drawn),1.2,-0.4,-0.3,-8,-5,9,-3.7,0,-3
CCc1ccc(NC(=O)CSc2nc(C)cs2)cc1,-0.7,.,-0.2,5,-4,16,-1.9,0,-2
O=C(CSc1nnc(CNC(=O)c2ccco2)o1)NC1CCCC1,-0.9,0.3,-0.2,7,-4,12,0.2,-4,-3
Cc1cc(S(=O)(=O)NCCCn2ccnc2)c(C)cc1Cl,0.6,-1.1,0.2,5,-12,3,0.8,-2,7
CCCCN(C)CCNC(=O)C1CCN(S(=O)(=O)c2cccc3nsnc23)CC1,-0.7,4.4,1.2,-5,0,11,-3.4,2,-37
CN(C)C(=O)CSc1nnc(-c2cccs2)n1-c1ccccc1,-0.1,4.5,0.0,8,-4,-9,-0.6,1,-6
CN(C(=O)CSc1nnc(-c2ccc(F)cc2)n1C)C1CCS(=O)(=O)C1 (stereo not drawn),-1.4,2.3,-1.2,-3,-4,-5,-3.4,-1,3
COc1cc2c(cc1NC(=O)CSc1nnc(COc3ccc(Cl)cc3)n1C)oc1ccccc12,-2.3,-0.8,1.5,14,-3,2,0.3,-1,0
COCCN(Cc1ccc(C)c(Br)c1)C(=O)Cn1cnc(S(=O)(=O)N2CCCC2)c1,-0.8,-0.2,0.1,3,5,-1,-0.6,0,-2
S=C(Nc1ccccc1Cl)N1CCCC(c2ccccc2)=N1,2.3,1.0,-13,-6,-38,-1,-3.3,0,4
CN(C)c1ccc(C(=S)N2CCOCC2)cc1,-2.8,0.5,0.3,5,5,-2,-1.6,-2,1
O=C(COc1ccccc1)Nc1ccccc1F,-1.5,-0.5,.,1,.,-8,0.4,1,12
Cc1ccnc(NS(=O)(=O)c2ccc(NC(=O)Cc3ccccc3)cc2)n1,-0.2,-1.1,-1.0,4,0,-6,-0.6,-2,3
O=C(Cn1ncc2c3ccccc3n(Cc3ccccc3)c2c1=O)NCCCN1CCCC1=O,-1.0,-2.5,-0.8,6,-4,7,-0.8,7,2
CCN(CC(=O)Nc1c(F)cccc1F)C(=O)c1csc2c1CCCC2,1.7,0.5,?,-8,?,-14,-1.9,2,-6
COc1ccccc1CNC(=O)COC(=O)c1cccs1,-1.7,-4.5,0.3,16,2,0,-0.7,0,-8
CCOc1cc(C2C(C(=O)OC)=CN(C3CCCC3)C=C2C(=O)OC)cc(Br)c1O,0.2,0.8,0.7,14,4,-1,-1.6,10,-5
C=CC(=O)Nc1sc2c(c1C(N)=O)CCCC2,0.1,-2.9,-0.6,24,0,4,1.7,0,2
OC[C@@H]1CN(CCN2CCOCC2)C[C@H](n2cnc3c(N4CCOCC4)ncnc32)O1,0.4,.,-0.1,1,-1,-6,0.2,3,7
Cc1cccc(C)c1NC(=O)c1sc(Cl)nc1C,.,-0.1,-1.0,-3,-7,0,-1.4,-2,1
CCOc1cccc2c1OC1(C)CC2NC(=O)N1Cc1ccccc1 (stereo not drawn),-0.5,.,-0.3,21,-1,-4,0.9,1,2
C=C(C)c1cccc(C(C)(C)NC(=O)Nc2ccc(OC)cc2)c1,-1.3,0.9,-0.1,1,0,-8,-2.0,0,9
O=c1[nH]cnc(O)c1C1C=CC=CC=C1,-1.8,.,-0.1,8,-2,14,-2.5,2,-6
COc1cc(/C=N/NC(=O)CCNC(=O)c2ccccc2Cl)ccc1O,.,-0.1,-1.8,12,-7,3,-0.8,1,2
Cc1sc(NC(=O)CCCC(=O)O)c(C#N)c1C,-1.1,-1.6,0.2,2,-1,-1,0.1,1,0

# Part of the list above, bar-delimited.
smiles | BioA inh | UGM FP inh | BoNT A protease | GDH-TPI inh | BoNT F protease | CCHFV vOTU inh | FadD28 binding | FBA Mtb inh | PrPC surface inh
Cc1sc(NC(=O)CCCC(=O)O)c(C#N)c1C | -1.1 | -1.6 | 0.2 | 2 | -1 | -1 | 0.1 | 1 | 0
CCN(CC)c1ccc(/C=N/N2CCOCC2)c(O)c1 | 2.5 | -1.2 | -1.3 | 22 | -6 | -14 | -0.5 | 4 | -5
